# Compound activity deposited in PubChem by Southern Research Specialized Biocontainment Screening Center.
# M. tuberculosis – growth inhibition of non-replicating M. tuberculosis (AID 488890). hit rate 0.39% among 320,000. inhibition, % at 25 µM, or IC50 in µM where a hit was titrated. Mycobacterium tuberculosis non-replicating, growth inhibition; higher % means a stronger effect; in the data active = a potency from the dose series; inconclusive = inhibition mostly from about 82% at the one dose, without a potency; inactive = the rest, 99 in 100 with inhibition below about 76%;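 note: plate controls were DMSO cells for no effect and high antibiotic wells for full effect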
# VEEV TC-83 Vero – inhibitors of VEEV TC-83 cytopathic effect, confirmation, Vero cells (AID 588727); inhibition, % at 20 µM, or IC50 in µM where a hit was titrated; hit rate 0.13% among 350,000; Vero cells, VEEV TC-83 cytopathic effect inhibition; higher % means a stronger effect; in the data active = a potency from the dose series; inconclusive = inhibition mostly from about 14% at the one dose, without a potency; inactive = the rest, 99 in 100 with inhibition below about 12%; note: strong numbers were not always called active
# M. tuberculosis HTS – M. tuberculosis growth inhibition, HTS (AID 449762); M. tuberculosis H37Rv growth inhibition, 7H9 media; higher % means a stronger effect; one-dose inhibition, % at 25 µM; IC50 in µM for titrated hits; hit rate 0.59% among 330,000; in the data active = a potency from the dose series; inconclusive = inhibition above about 70% without an active follow-up result;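 note: bacterial growth assessed after seven days of incubation; strong numbers were not always called active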
# PhoP GFP inhibition – Inhibition of PhoP regulon, Salmonella typhi GFP reporter cells, confirmation, 4 h (AID 1850). Salmonella Typhi PhoP-promoter GFP reporter, fluorescence, 4 h; higher % means a stronger effect. inhibition, % at 50 µM; hits with a dose series show IC50 in µM. hit rate 0.33% among 310,000; in the data active = a potency from the dose series; inconclusive = inhibition mostly from about 25% at the one dose, without a potency; inactive = the rest, 99 in 100 with inhibition below about 19%;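 note: 0% = induced wells with vehicle and 100% = uninduced wells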
# influenza NS1A – H1N1 influenza NS1A inhibitors, functional cell based assay (AID 504329) | NS1A functional cell-based assay, percent inhibition; higher % means a stronger effect | inhibition, % at 12.5 µM; hits with a dose series show IC50 in µM | hit rate 0.3% among 340,000; in the data active = a potency from the dose series; inconclusive = inhibition above about 27% without an active follow-up result; note: strong numbers were not always called active
# VEEV TC-83 Vero 10K pilot screen – further read-out of VEEV TC-83 Vero, marked with its call; inhibition, %; measured here: 10K pilot screen inhibition
# * = called active by the depositor; i = inactive; ? = inconclusive; · = no result given; & = joins results of further samples.
SMILES,M. tuberculosis,VEEV TC-83 Vero,M. tuberculosis HTS,PhoP GFP inhibition,influenza NS1A,others
CC(C)(C)OC(=O)[C@H](Cc1ccccc1)NC(=O)c1nc[nH]c1C(=O)N[C@@H](CCCCN)C(=O)OC(C)(C)C,72%,i,-1%,·,6%,
COc1cc(C(=O)N/C(=C\c2cn(C)c3ccccc23)C(=O)NCCCN2CCOCC2)cc(OC)c1OC,-7%,4.4%,-6%,-4%,6%,
COc1ccc(-c2cc(-c3ccccc3O)[nH]n2)cc1,-20%,4.8%,?,-2%,11%,
CCOC(=O)C1=C(C)Nc2ccccc2N=C1NC(=O)c1cccc(S(=O)(=O)N(C)C)c1,19%,2.8%,-18%,-7%&-6%,4%,
Fc1cccc2sc(Nc3nc4ccccc4s3)nc12,58%,4.4%,-6%,4%,6%,
CC(C)Oc1ccc(CNC(=O)c2cc(S(=O)(=O)N3CCOCC3)cn2C)cc1,2%,2.8%,1%,-1%,-3%,
COc1cnc(-c2ccccc2)nc1Sc1ccccc1,28%,1.0%,7%,-10%,1%,
COc1cc(/C=C2\C(=O)NC(=O)N(c3ccc(C)cc3)C2=O)cc(OC)c1O,-10%,0.7%,5%,-9%,12%,VEEV TC-83 Vero 10K pilot screen=0.2
Cc1cccc(NC(=O)CSc2nc3[nH]c(=O)cc(O)c3s2)c1,-23%,4.0%,4%,·,-3%,
CCCc1nc2ccccc2c(C(=O)OCC(=O)N2CCc3ccccc32)c1CC,11%,7.8%,?,-7%,-6%,
O=C1C=C(c2ccc(Oc3ccccc3)cc2)C[C@@H](c2ccc(Cl)cc2)C1,16%,i,20%,·,-15%,
Cc1cc(N2CCN(C)CC2)nc2ccc(NC(=S)N3CCN(c4ccccn4)CC3)cc12,60%,13%,8%,2%,-9%,
CC(C(=O)Nc1ccc(Cl)cc1)N(C)Cc1cccs1 (configuration not stated),78%,0.8%,5%,5%,6%,
C/C(=N\NC(=O)CNC(=O)C(c1ccccc1)c1ccccc1)c1ccc(C(C)(C)C)cc1,-17%,0.1%,-10%,-3%,36%,
C[C@@H](C(=O)NCc1c(F)cccc1Cl)N1C(=O)N2CCc3c([nH]c4ccccc34)[C@@]2(C)C1=O,-5%,6.3%,3%,12%,9%,
COCCN1Cc2cccc(C(=O)Nc3ccc(S(=O)(=O)N4CCCCCC4)cc3)c2C1=O,-12%,8.3%,-5%,4%,-18%,
CC(C)CC(COCc1ccc(Cl)cc1)N1CCN(C(=O)c2ccc(C(F)(F)F)cc2)CCC1=O (configuration not stated),5%,3.9%,0%,11%,4%,
CC/C(=N/NC(=O)CNc1ccc(Cl)cc1C)c1ccccc1,-2%,0.8%,9%,-1%,-5%,
CCCC(O)(CCC)C(=O)NN1CCCCC1,0%,2.2%,-1%,-12%,-3%,
Cc1cc(NS(=O)(=O)c2ccc(NC(=O)c3cnc4sccn4c3=O)cc2)nc(C)n1,-2%,1.1%,-4%,5%,1%,
CCc1nc(Nc2ccccc2F)c2oc3ccccc3c2n1,1%,0.5%,-4%,10%,-3%,
CC(=O)c1c(-c2ccccc2)c2cc(Cl)ccc2[nH]c1=O,8%,i,1%,-4%,1%,
COC(=O)c1ccc(N2CCc3ccccc32)c([N+](=O)[O-])c1,4%,0.6%,2%,-8%,24µM*,
COC(=O)C(C)N(C(=O)c1cccc2ccccc12)c1c(C)cccc1C (configuration not stated),22%,i,-3%,-2%,1%,
Cc1ccc(-c2nnc(N3CCCCC3)c3ccccc23)cc1S(=O)(=O)NCC1CCCO1 (configuration not stated),16%,i,0%,-9%,4%,
Cc1occc1C(=O)Nc1cccc(Cn2cccn2)c1,·,3.5%,·,6%,24%,
O=c1[nH]c(=O)n(-c2ccccc2)c2c1C(C(F)(F)F)(C(F)(F)F)N=C(CCC1CCCCC1)N2,-13%,1.2%,5%,7%,1%,
COc1ccc(OCCOC(=O)CNS(=O)(=O)c2ccc(SC)c([N+](=O)[O-])c2)cc1,-6%,3.6%,2%,6%,0%,
CCC(=O)N1CCN=C1SCc1cc(C)ccc1C,3%,0.4%,-7%,5%,-5%,
COc1cccc(N2CCN(C(=O)c3ccc(CS(=O)c4ccc(Cl)cc4)o3)CC2)c1 (configuration not stated),11%,7.2%,-5%,-4%,1%,

# A stretch taken from the entries so far, for reference:
SMILES,M. tuberculosis,VEEV TC-83 Vero,M. tuberculosis HTS,PhoP GFP inhibition,influenza NS1A,others
Cc1ccc(-c2nnc(N3CCCCC3)c3ccccc23)cc1S(=O)(=O)NCC1CCCO1 (configuration not stated),16%,i,0%,-9%,4%,
Cc1occc1C(=O)Nc1cccc(Cn2cccn2)c1,·,3.5%,·,6%,24%,
O=c1[nH]c(=O)n(-c2ccccc2)c2c1C(C(F)(F)F)(C(F)(F)F)N=C(CCC1CCCCC1)N2,-13%,1.2%,5%,7%,1%,
COc1ccc(OCCOC(=O)CNS(=O)(=O)c2ccc(SC)c([N+](=O)[O-])c2)cc1,-6%,3.6%,2%,6%,0%,
CCC(=O)N1CCN=C1SCc1cc(C)ccc1C,3%,0.4%,-7%,5%,-5%,
COc1cccc(N2CCN(C(=O)c3ccc(CS(=O)c4ccc(Cl)cc4)o3)CC2)c1 (configuration not stated),11%,7.2%,-5%,-4%,1%,

# More entries follow:
SMILES,M. tuberculosis,VEEV TC-83 Vero,M. tuberculosis HTS,PhoP GFP inhibition,influenza NS1A,others
c1ccc2c(c1)ccc1nnnn12,-4%,5.5%,-1%,4%,-7%,
Cc1ccc(Sc2cnc3ccccc3n2)cc1,16%,6.7%,3%,-6%,-21%,
Cc1cc(C)c2c(N=CN(C)C)c(C(=O)N3CCN(c4ncccn4)CC3)sc2n1,-2%,i,-6%,1%,13%,
Cc1cccc(NC(=O)c2ccc(S(=O)(=O)N3CCOCC3)cc2)c1C,-3%,1.2%,0%,-8%,0%,
Cc1cc(C(=O)N/N=C/c2ccc([N+](=O)[O-])cc2)c2ccccc2n1,-1%,i,2%,-29%,9%,
CSCCC(NC(=O)C1CCC(C)CC1)C(=O)NCCN1CCC(C)CC1 (configuration not stated),11%,i,-5%,8%,-1%,
NC(=O)CN1C(=O)C(=O)N(Cc2ccccc2Cl)C1=O,-15%,i,1%,-13%,1%,
COC(=O)c1ccc(N2CCC(c3cc(-c4ccc(OC)cc4)n[nH]3)CC2)c([N+](=O)[O-])c1,43%,3.8%,18%,11%,2%,
CC(=O)c1ccccc1NC(=O)COC(=O)C1=NN(c2ccccc2)C(=O)CC1,·,1.4%,·,·,-4%,
O=S(=O)(N1CCOCC1)N1CCCN(S(=O)(=O)N2CCOCC2)CC1,-7%,1.2%,-5%,2%,-8%,
CC(=O)Nc1ccc(S(=O)(=O)N2CCN(C)CC2)cc1,3%,1.9%,-5%,-7%,2%,
CC(=O)C1C(c2ccc(Br)cc2)C2C(C)=NN=C2CC1(C)O (configuration not stated),6%,i,-4%,-6%,-4%,
Cc1ccc(CCNC(=O)C2CCC(=O)N2C2CCCC2)cc1 (configuration not stated),5%,0.8%,-13%,4%,-6%,
NC(=O)[C@@H]1CCCNc2c(F)cc([N+](=O)[O-])cc2C(=O)N[C@@H](CO)C(=O)NCC(=O)N1,-18%,0.5%,3%,-2%,-7%,VEEV TC-83 Vero 10K pilot screen=0.9
CN(C)C(=O)Oc1ccc(Br)cc1C(=O)Nc1ccc(F)c(Cl)c1,?,3.0%,6%,1%,-6%,
N=c1n(CC(=O)c2cccs2)c2ccccc2n1Cc1ccccc1,34%,0.6%,3%,12%,5%,
Cc1ccc(S(=O)(=O)N(Cc2nccn2C)C(C)C)cc1,2%,i,1%,6%,-1%,
N#CCC(=O)Nc1nc(-c2ccc3c(c2)OCCO3)cs1,0%,0.6%,5%,14%,-15%,
N#Cc1c(-c2ccccc2)cc(-c2cccs2)nc1SCC(=O)O,2%,0.6%,1%,-17%,1%,
COc1cc(NS(=O)(=O)c2ccc3c(c2)NC(=O)CO3)cc(OC)c1,0%,4.2%,-8%,1%,2%,
c1ccc(Oc2ccc(-n3cnnn3)cc2)cc1,59%,i,-6%,1%,-15%,
CC1(c2ccc(Cl)cc2)NC(=O)N(CC(=O)c2ccc3c(c2)OCO3)C1=O (configuration not stated),5%,4.8%,-11%,4%,2%,
O=C(c1ccc(OC2CCN(Cc3ccccc3O)CC2)cc1)N1CCCCC1,-6%,0.3%,-11%,-1%,-9%,
Cc1cccc(Nc2ncnc3c2cnn3Cc2ccccc2)c1,-2%,2.9%,10%,-12%,-49%,
CC(=O)Nc1ccc(NC(=O)C2CCN(C(=O)C3CC(=O)N(c4ccc(C)cc4)C3)CC2)cc1 (configuration not stated),-8%,1.6%,4%,9%,11%,
CCC1(c2ccccc2)C(=O)NC(=S)NC1=O,·,2.7%,·,·,-25%,
COC(=O)C1=CNC=C(C(=O)OC)C1c1ccccc1Cl,9%,0.1%,0%,4%,1%,
CC(=O)NC(Cc1c[nH]c2ccccc12)C(=O)OCC(=O)N1CCN(S(=O)(=O)c2ccc(Cl)cc2)CC1 (configuration not stated),·,2.0%,·,·,-17%,
CCOC(=O)C(=O)Nc1ccc([N+](=O)[O-])cc1OC,-15%,2.7%,-5%,-5%,-1%,
NC(=O)c1cccnc1Oc1ccc(Cl)cc1,-4%,2.3%,-6%,2%,-13%,
CCOC(=O)N1CCC(c2cc(=O)n3[nH]c(C)c(-c4ccc(F)cc4)c3n2)CC1,·,9.3%,?,-5%,-10%,
CCOc1ccc(/C(O)=C2/C(=O)C(=O)N(c3cc(C)on3)C2c2ccc(C(=O)OC)cc2)cc1 (configuration not stated),56%,1.3%,-8%,4%,6%,
Cc1ccccc1NC(=S)NCc1ccc2c(c1)OCO2,60%,5.9%,8%,-4%,1%,
CC(=O)NCCC(=O)Nc1cccc(S(=O)(=O)N(C)c2ccccc2)c1,-6%,0.2%,0%,-4%,-1%,
COc1cc2c(cc1OC)C(c1ccc3c(c1)OCO3)C1=C(CC(C)(C)CC1=O)N2 (configuration not stated),34%,4.4%,20%,-3%,5%,
O=C(C1CCN(S(=O)(=O)c2ccccc2F)CC1)N1CCCC1,·,i,·,·,8%,
N#Cc1c2c(nc(N)c1-c1ccccc1)CCCCC2,12%,0.8%,1%,9%,5%,
O=C(NC1CCCc2c1cnn2-c1ccc(F)cc1F)c1cnccn1 (configuration not stated),2%,i,-1%,-7%,-3%,
C=CCOC(=O)/C(=C/c1cccnc1)NC(=O)c1ccccc1,-13%,i,3%,7%,1%,
CC1(C)CC(=O)C2=C(C1)OC(N)=C(C#N)C2c1ccccc1[N+](=O)[O-] (configuration not stated),21%,0.5%,-9%,-48%,4%,VEEV TC-83 Vero 10K pilot screen=0.4
Cc1cccc(C)c1NC(=O)CNc1ncnc2sc(C)c(C)c12,6%,1.6%,-14%,5%,-4%,
Cc1ccc(-c2nnc(SCC(=O)Nc3nc4c(s3)CCCC4)n2C)cc1,-4%,i,-2%,-15%,4%,
Cc1nn(-c2ccccc2)c(Cl)c1C(=O)NNC(=O)c1ccncc1,-13%,0.2%,-10%,·,-4%,
CC1=C(C(=O)OC(C)(C)C)C(c2cccs2)NC(=O)N1 (configuration not stated),-6%,i,-3%,2%,-4%,
CN(C)S(=O)(=O)Oc1ccccc1C(=O)Nc1ccc(F)cc1,-4%,i,2%,-3%,-7%,
O=C(Cn1cc(COc2c(Br)cc(F)cc2Br)nn1)c1ccc(O)cc1,·,i,·,·,-22%,
O=C(/C=C/c1ccccc1)Nc1cccc(C(=O)NCCCc2ccccc2)c1,·,7.7%,·,·,2%,
CCN(c1ccccc1)S(=O)(=O)c1ccc(OC)c(NC(=O)c2c(C)noc2C)c1,·,1.6%,·,·,0%,
O=C(CC(SCCO)c1ccc2c(c1)OCO2)c1ccco1 (configuration not stated),76%,8.1%,?,-8%,1%,
CCOc1ccc(S(=O)(=O)NCCC(=O)NCC2COc3ccccc3O2)cc1 (configuration not stated),4%,1.4%,0%,·,-7%,
Cc1ccc(C)c(CSc2nnc(CCN)o2)c1,-5%,1.7%,-8%,9%,-8%,
O=C(COC(=O)c1ccccc1F)NC1CC1,-17%,3.2%,-6%,·,-4%,
COc1ccc(OC)c(CCNC(=O)c2cccc(NC(=O)C3=C(C)OCCS3)c2)c1,10%,?,0%,11%,2%,
CCC(=O)Nc1nnc(Cc2ccccc2)s1,4%,i,-3%,9%,-12%,
CC1CCC2(CC1)NC(=O)N(CC(=O)N1CCOCC1)C2=O (configuration not stated),-7%,2.6%,-7%,·,-25%,
CCOC(=O)C1CCN(C(=O)CN(c2ccc(OC)cc2)S(=O)(=O)c2c(C)nn(C)c2C)CC1,-35%,0.1%,-5%,-8%,-27%,
